Assay outcomes from PubChem BioAssay.
PPC-1+TRAIL kill – PPC-1 cancer cell killing with TRAIL present | AID 1443 | PPC-1 cells + TRAIL, ATPLite viability luminescence | cell killing (% activity), % at 4 µM | 220,000 tested, 0.41% active;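 active = cell killing above 50% in the first pass at 4 µM, then a duplicate retest at 5 µM averaging 50% or more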;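 also: plate controls were cells with TRAIL plus DMSO for no effect and medium-only wells lacking cells for full effect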
TbHK1 inh – T. brucei hexokinase 1 inhibition; inhibition, % at 10 µM; 220,000 tested, 0.11% active; recombinant TbHK1, G6PDH-coupled NADH A340;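 active = inhibition of 50% or more in the single-dose primary screen; inactive = inhibition below 50%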
Furin inhibitor – blocks human furin protease activity; AID 463115; P09958; inhibition, % at 30 µM; 220,000 tested, 0.061% active; purified furin, fluorogenic substrate cleavage; in the data active = inhibition above about 25%; also: inactives centre near -15
KCC2 mod – KCC2 (human) Cl- transport modulation | B-score of Tl+ flux slope (higher = more flux/activation; lower = inhibition) at 10 µM | 190,000 tested, 2.2% active | AID 1456 | KCC2 cells, thallium flux FluoZin-2 fluorescence;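 active = thallium flux slope and its plate-corrected score both differing from the plate sample mean at a set confidence after two filtering rounds, in either direction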;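 also: slope of fluorescence scaled to starting intensity during 10 to 20 s after thallium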
m-calpain inh – calpain II (pig) inhibition | 220,000 tested, 0.37% active | purified calpain II, fluorogenic peptide substrate, 30 min | inhibition, % at 16 µM;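 active = inhibition above about 50%, limit read from the data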
TRPML3 ag – activates the human TRPML3 channel; activation, % at 3 µM; 220,000 tested, 0.29% active; HEK293 TRPML3-YFP, Fluo-8 calcium fluorescence; 100% = the carbachol control signal; Q8TDD5; AID 1448;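 active = activation above its plate's cutoff, the mean activation of the plate's test wells plus 3 SD, cut at about 12% in these data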;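 also: 0% = DMSO only wells and 100% = carbachol wells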
Target sequence (Q8TDD5 whole entry, looked up): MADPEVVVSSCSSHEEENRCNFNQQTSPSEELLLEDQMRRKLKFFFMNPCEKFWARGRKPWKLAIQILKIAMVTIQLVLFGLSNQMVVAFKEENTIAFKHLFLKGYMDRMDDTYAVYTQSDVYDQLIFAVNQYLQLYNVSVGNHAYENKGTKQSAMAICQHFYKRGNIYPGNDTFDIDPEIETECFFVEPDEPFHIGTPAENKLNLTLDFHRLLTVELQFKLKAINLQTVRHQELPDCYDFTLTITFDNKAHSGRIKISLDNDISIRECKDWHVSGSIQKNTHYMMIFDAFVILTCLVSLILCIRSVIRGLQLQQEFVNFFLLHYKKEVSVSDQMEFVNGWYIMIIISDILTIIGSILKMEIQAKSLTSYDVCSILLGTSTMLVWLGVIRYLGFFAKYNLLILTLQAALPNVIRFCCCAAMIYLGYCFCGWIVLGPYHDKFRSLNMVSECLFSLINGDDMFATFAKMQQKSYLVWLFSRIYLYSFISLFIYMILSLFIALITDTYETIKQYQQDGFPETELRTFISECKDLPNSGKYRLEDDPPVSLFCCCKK
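Test system – HEK293 line with stable expression of human TRPML3-YFP channel · Control set – carbachol 87 µM final as high control (100%), DMSO as low control (0%) · Signal – Fluo-8 calcium dye fluorescence, ex 470-495, em 515-575 nm · Incubation – 1-h 37 °C dye load, 5-s basal, 120-s post-compound reads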
Thrombin inh – inhibitors of human thrombin | P00734 | alpha-thrombin, Boc-VPR-AMC fluorogenic substrate cleavage | inhibition, % at 5 µM | 220,000 tested, 0.26% active | AID 1046;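 active = inhibition at or above 40%; inactive = inhibition below 40%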;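 also: 0% = enzyme with no compound and 100% = wells without enzyme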
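Material: human alpha-thrombin protein; Also added: Boc-VPR-AMC substrate, 15 µM final; Timing: enzyme reaction carried out at room temperature; Signal: fluorescence, ex 355 nm, em 460 nm; Measure: % inhibition of thrombin; Controls: enzyme without compound as high, wells lacking enzyme as low.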
TRPN1 ag – activates the zebrafish TRPN1 channel. HEK293 zebrafish TRPN1-YFP, Fluo-8 calcium fluorescence; 100% = response to 87 µM carbachol. activation, % at 3 µM. 220,000 tested, 0.18% active. AID 1424;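 active = activation above its plate's cutoff, the mean activation of test wells on that plate plus 3 SD, cut at about 19% in these data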;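 also: 0% = DMSO alone and 100% = 87 µM carbachol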
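Material: zebrafish TRPN1-YFP in HEK293 cells. Doses: one dose of 3 µM, 0.3% DMSO. Incubation: dye 1 h 37 °C plus 30 min RT. Measured by: intracellular calcium fluorescence with Fluo-8.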
EBV gp42 block – EBV gp42 inhibition; Fluorescence polarization binding assay, mP read-out; inhibition, % (tested at 21.74 µM); 220,000 tested, 0.42% active; AID 1085; in the data active = inhibition above about 50%
Target sequence (Q1HVG2 whole entry, looked up): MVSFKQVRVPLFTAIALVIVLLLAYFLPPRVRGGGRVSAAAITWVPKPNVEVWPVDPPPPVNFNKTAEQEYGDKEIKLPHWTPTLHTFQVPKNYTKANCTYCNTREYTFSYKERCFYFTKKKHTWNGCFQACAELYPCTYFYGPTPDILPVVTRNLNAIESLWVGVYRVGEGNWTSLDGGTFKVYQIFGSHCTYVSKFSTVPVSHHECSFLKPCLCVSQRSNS
Active calls of the source: *; . = no result given; [ ] = another dose, or the depositor's remark. This is a subset; rates above refer to the full screens.

Every second line gives: PPC-1+TRAIL kill	TbHK1 inh	Furin inhibitor	KCC2 mod	m-calpain inh	TRPML3 ag	Thrombin inh	TRPN1 ag	EBV gp42 block
> Cc1ccccc1C(=O)NC(Oc1ccccc1)C(Cl)(Cl)Cl (stereo not given)
    21	0	-30	2.4	-2	-0.6	2	-2.4	-8
> CCOc1ccc(-c2c(C)n(-c3ccc(OCC)cc3)c3[n+]2CCCCC3)cc1
    48	7	0	0.6	20	0.1	6	1.7	3
> Cc1ccc(N=Nc2c(O)[nH]c(=O)[nH]c2=O)c([N+](=O)[O-])c1
    -18	-8	-1[20 µM]	.	-9	0.7	-7	1.2	-19
> CC1=CC(=C2C(=O)NC(=O)NC2=O)C=C(C(F)(F)F)N1C(C)C
    9	-18	-13	0.049	-8	0.7	2	1.5	-5
> CCOC(=O)C(O)(c1ccc(N(CC)S(=O)(=O)c2ccc(C)cc2)cc1)C(F)(F)F (stereo not given)
    14	-5	-2[20 µM]	.	-10	-0.8	-4	-1.7	-14
> OCC[n+]1c2ccccc2nc2ccc(N3CCOCC3)cc21
    12	-7	-16	0.12	21	0.2	5	-1.8	-7
> Cc1c(NC(NC(=O)CF)C(Cl)(Cl)Cl)c(=O)n(-c2ccccc2)n1C (stereo not given)
    12	3	-19	1.2	-31	-0.9	-11	1.0	5
> COc1ccc(N2C(=O)NC(=O)C(CCc3ccncc3)(CCc3ccncc3)C2=O)cc1
    16	-3	-24[20 µM]	0.017	-5	0.1	2	0.4	-16
> CCCC(=O)OCC[N+](C)(C)C
    10	-5	12	4.9*	-15	0.7	-1	-0.2	-9
> C=CCn1c(O)c(C(C)=NCCCN(C)C)c(=O)[nH]c1=O
    23	-4	-6	-0.55	4	-0.3	15	2.9	-19
> CC(C)c1ccc(-n2c(O)c(/C=N/NC(=O)c3ccccc3O)c(=O)[nH]c2=S)cc1
    19	-7	8	-0.19	0	0.3	-1	-2.6	-24
> COC(=O)CNC(=O)c1cn(CCC#N)nc1-c1ccc(F)cc1
    1	1	-29	-0.59	-23	0.5	-8	-0.4	-3
> Cc1c(C=O)c2ccccc2n1Cc1cccc(F)c1
    23	-6	-13	0.014	6	0.0	0	-2.2	-5
> Cc1nc2ccccc2c(=O)n1-c1ccc(Br)cn1
    4	-4	-17	0.15	-15	-0.1	-5	-2.6	-6
> C/C=C1/CN2C3CC1C(CO)(C(=O)OC)C2Cc1c3n(C)c2ccccc12 (stereo not given)
    9	-9	-26	-0.094	-5	.	6	.	3
> O=C(Nc1ccc(Cl)cc1C(=O)c1ccccc1Cl)c1ccco1
    -6	-3	-31[20 µM]	-0.22	-20	0.3	1	1.5	-10
> Cc1ccsc1C(=O)C1CCCN(Cc2cnn(C(C)C)c2)C1 (stereo not given)
    .	3	-16	0.84	18	0.5	-9	-0.3	0
> CN1CCN2c3ccccc3CC3(C(=O)N(C)C(=O)N(C)C3=O)C2C1 (stereo not given)
    4	-6	-5	1.4	-4	0.2	0	0.9	-8
> CN(C)c1ccc(C=C(C#N)C#N)cc1
    14	-2	1	-1.1	16	0.9	-2	1.4	-82
> CS(=O)(=O)NCc1nnc2n1-c1ccc(Cl)cc1C(c1ccccc1)=NC2
    -4	0	-16	-0.45	-2	0.1	-2	-0.3	-9
> C/C(=N\N=C(N)N)c1ccccc1
    1	-6	-26	0.049	-18	1.1	-1	0.0	-13
> CCCC(C)n1[nH]c(=O)c2c1NC(=O)CSC2c1ccc(OC)cc1 (stereo not given)
    1	-1	-21[20 µM]	-0.1	30	-1.7	0	-0.1	1
> O=C(Cn1nc(-c2ccc(Cl)cc2)ccc1=O)N1CCC2(CC1)OCCO2
    9	-2	-24	1.6	-1	0.5	4	-0.3	-2
> CC(=NCC1CCCO1)c1c(O)n(-c2ccccc2)c(=O)[nH]c1=O (stereo not given)
    1	-2	-13	0.17	20	0.7	-1	-0.6	-11
> CCN1CCN(C(c2cccs2)C(C)NC(=O)Oc2ccccc2)CC1 (stereo not given)
    17	-5	-21	0.25	27	-0.2	1	-0.8	-11
> CN1CCN(Cc2nnc3n2-c2ccc(Cl)cc2C(c2ccccc2)=NC3)CC1
    6	-9	-26	-0.0087	-1	1.2	-1	0.7	-2
> Cc1cccc(-n2c(-c3ccco3)nc3ccccc3c2=O)c1C
    16	-9	-7	-0.27	6	0.2	-6	0.2	9
> OC(c1ccccc1)(c1ccccc1)c1ccncc1
    13	-4	-4	0.23	20	0.1	-3	1.0	-15
> CC(O)(CS(=O)(=O)c1cccc(C(F)(F)F)c1)C(=O)Nc1ccc(C(F)(F)F)cc1 (stereo not given)
    23	4	-28[20 µM]	.	-35	1.9	3	0.9	-19
> Cc1ccc(C)c(OCC(=O)N2CCCN(C)CC2)c1
    15	0	-28	-0.1	0	1.0	-4	-0.2	-8

Part of the list above in order of SMILES length, low to high.
Every second line gives: PPC-1+TRAIL kill	TbHK1 inh	Furin inhibitor	KCC2 mod	m-calpain inh	TRPML3 ag	Thrombin inh	TRPN1 ag	EBV gp42 block
> C/C(=N\N=C(N)N)c1ccccc1
    1	-6	-26	0.049	-18	1.1	-1	0.0	-13
> Cc1ccc(C)c(OCC(=O)N2CCCN(C)CC2)c1
    15	0	-28	-0.1	0	1.0	-4	-0.2	-8
> COc1ccc(N2C(=O)NC(=O)C(CCc3ccncc3)(CCc3ccncc3)C2=O)cc1
    16	-3	-24[20 µM]	0.017	-5	0.1	2	0.4	-16
> CCOC(=O)C(O)(c1ccc(N(CC)S(=O)(=O)c2ccc(C)cc2)cc1)C(F)(F)F (stereo not given)
    14	-5	-2[20 µM]	.	-10	-0.8	-4	-1.7	-14

The list continues:
Every second line gives: PPC-1+TRAIL kill	TbHK1 inh	Furin inhibitor	KCC2 mod	m-calpain inh	TRPML3 ag	Thrombin inh	TRPN1 ag	EBV gp42 block
> OC1/C(=C/c2ccc(F)cc2)N2CCC1CC2 (stereo not given)
    3	2	-28	0.89	-11	1.5	-2	0.3	0
> O=C1Nc2ccccc2C1Cc1nc2ccccc2c(=O)n1-c1ccccc1 (stereo not given)
    7	-2	-6	0.66	24	-1.0	3	0.2	4
> O=C1Nc2ccccc2/C1=C/c1cnc[nH]1
    -26	-40	-5[20 µM]	0.81	13	1.3	-3	-0.1	-8
> Cc1ccc(NC(=O)CSc2nnc([C@@H](N)Cc3c[nH]c4ccccc34)o2)c(C)c1
    12	-3	-22	-0.56	-7	-0.3	0	-0.8	-17
> Cc1cccc(-c2nc3ccccc3c(=O)n2-n2cccc2)c1
    45	6	-12	-1.5	0	0.0	4	-1.0	-11
> O=C1NC(=O)N(Cc2ccco2)C(=O)/C1=C/c1ccc(-c2cccc([N+](=O)[O-])c2)o1
    22	23	9	-0.77	-6	-0.1	24	-0.3	91*
> N#Cc1ccc(NC(=O)CN2CCCC2)cc1Cl
    5	4	-29	-0.59	-44	1.4	0	1.0	-26
> CCC(NC(=O)OC(C)(C)C)C(=O)Oc1cc(C)cc2oc(=O)c3c(c12)CCC3 (stereo not given)
    20	-8	-4[20 µM]	-0.75	-14	-0.2	3	0.3	23
> CC(C)(C)c1ccc(S(=O)(=O)N2CC3CC(C2)c2cccc(=O)n2C3)cc1 (stereo not given)
    0	-7	-14[20 µM]	.	11	0.0	-8	-0.6	-17
> CC(=NCCc1ccccc1)c1c(O)[nH]c(=O)[nH]c1=O
    7	-6	-21	0.19	13	0.7	-8	1.9	-4
> CCOC(=O)c1c(C)n(CC(O)CN2CCOCC2)c2cc(Br)c(OC)cc12 (stereo not given)
    10	-8	-6	1.9	-3	0.3	-10	3.6	5
> Cc1ccc(OCC(=O)N2CCN(C3CCC(c4ccccc4)CC3)CC2)cc1 (stereo not given)
    -4	2	-14	0.16	3	-0.3	0	-1.4	-1
> COCc1cc(OC(=O)N(C)C)nc(-c2ccc(C)c(Cl)c2)n1
    -10	1	-31	0.008	-13	0.1	-4	0.2	-27
> Cn1c(=O)c2nncnc2n(C)c1=O
    14	-4	-5	-1.3	5	-0.4	-2	0.2	19
> CC#CP(=O)(OC)C(O)(CF)c1ccccc1 (stereo not given)
    -25	-10	-18	1.7	6	-0.2	-4	-0.8	0
> Nc1ccncc1
    8	1	-17	1.3	-16	0.1	-1	0.2	-1
> C[C@]12CCC(=O)C=C1CC[C@@H]1[C@@H]2CC[C@@]2(C)[C@H]1CC[C@]2(C)O
    23	.	.	-0.32	26	1.0	.	1.7	-11
> CCCn1c(C(=O)c2ccccc2)nc2ccccc21
    5	-7	-23	-1	4	-0.2	5	-1.2	-19
> O=P(c1ccccc1)(c1ccccc1)N1CCCCC1
    8	1	-16	-0.19	15	-0.1	-2	0.0	-12
> COC(=O)c1ccccc1OP1(=O)COc2ccccc2OC1
    -10	-5	-22	.	26	-0.1	6	0.1	2
> Cn1c(O)c(/C=N/c2ccccn2)c(=O)n(C)c1=O
    14	-22	21	0.48	18	0.4	1	1.4	3
> Cc1ccc(S(=O)(=O)N(C)C/N=C(\N)N[N+](=O)[O-])cc1
    -5	10	-10	0.17	33	-0.2	-8	0.5	-4
> CN(C)C(=O)CSc1nnc([C@@H](N)Cc2ccccc2)o1
    36	11	-16	-0.37	4	0.2	61*	0.5	-10
> CC(C)(C)C(=O)OCC12CCC(O1)C1(C)C(=O)OCC21 (stereo not given)
    47	-4	-25	0.051	-4	1.1	-3	1.7	-6
> O=C(COc1ccccc1)N1CCN(C/C=C/c2ccccc2)CC1
    -1	22	-3[20 µM]	-1.7	2	0.8	-5	1.4	-16
> c1ccc(-c2nc(N3CCOCC3)s[n+]2-c2ccccc2)cc1
    -6	1	-13	1.3	-10	0.3	-8	-0.1	-21
> CCCCCc1cc(O)c2c3c(c(=O)oc2c1)CN(C)CC3
    7	-8	-17	0.61	-151	1.4	-9	-0.3	-14
> O=C(Cc1ccccc1)Oc1cccc(-n2cnnn2)c1
    12	-5	-12	-1.1	-5	0.5	13	1.4	-14
> O=C(CF)NC(NC(=S)Nc1ccccc1O)C(Cl)(Cl)Cl (stereo not given)
    .	-6	-24	1.4	-4	0.1	-5	1.1	-8
> CN(C(=O)CN1CC=C(c2ccccc2)CC1)c1c(N)n(Cc2ccccc2)c(=O)[nH]c1=O
    -16	4	-25	0.87	-34	0.7	-3	1.1	-19
> O=C(COC(=O)c1ccc(O)cc1)Nc1ccc(Cl)cc1C(=O)c1ccccc1
    28	2	-23	-0.059	-18	-0.3	-13	0.1	3
> CCOC(=O)CCN=Cc1c(O)n(-c2ccc(Br)cc2)c(=O)[nH]c1=O
    15	1	-18	.	13	-0.4	2	0.3	-18
> c1ccc(C2CC3CC(c4ccco4)N2O3)cc1 (stereo not given)
    34	0	-12[20 µM]	0.84	-144	0.3	5	-0.1	-9
> O=c1[nH]c(=S)n(CCC2=CCCCC2)c(O)c1C=NCc1cccnc1
    6	-7	-21[20 µM]	1.5	20	0.9	2	0.4	-20
> CCCCC(=O)N/N=C/c1c(O)n(CCc2ccc(OC)c(OC)c2)c(=O)[nH]c1=O
    22	-9	-1	2	4	1.6	-5	2.3	-20
> CCOCC(=O)NC1CCSC1=O (stereo not given)
    -7	-2	-24	.	4	0.4	-2	0.4	13
> Cc1cc(CN(C)C)c(OC(=O)N(C)C)cc1C
    -9	-3	-24	-0.0066	-2	0.8	1	1.9	-5
> CCn1cc(C(=O)NCc2ccccc2)c2ccccc21
    1	2	-26	-1.7	-10	0.5	-4	0.1	4
